# OPRM1-OPRD1 ag = OPRM1-OPRD1 heterodimerization agonism; cells, luminescence; AID 504326; activation, % at 9.3 µM; hit rate 0.3% among 340,000; in the data active means activation above about 18%;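 further: 0% = vehicle-treated cells and 100% = reference agonist; values of inactives mirror those of a sister screen read the other way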
# Mot1-301 SUMO = blocks SUMOylation pathway, rescuing yeast Mot1-301 growth. hit rate 1% among 320,000. AID 2716. growth rescue, % at 18.8 µM. S. cerevisiae Mot1-301 growth rescue, ATP luminescence, 38.5C; percent above DMSO median, 100 means doubled;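 active means every valid replicate shows activation above 250% relative to neutral control wells; inactive means the rest, any valid replicate at or below 250%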;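 further: OY570 slx delta 5 strain wells were the positive control but not used for scaling; some compounds called inactive have numbers as strong as hits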
# PfHsp90 set2 = inhibits growth of yeast expressing Plasmodium falciparum Hsp90. S. cerevisiae expressing PfHsp90, BacTiter-Glo ATP, 48 h; yeast lacking PDR1 and PDR3 efflux regulators. hit rate 0.32% among 310,000. inhibition, % at 9.4 µM;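 active means every replicate shows inhibition above about 80%, whatever the replicate mean, limit read from the data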;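 further: 0% = DMSO neutral controls and 100% = 20 µM radicicol positive controls; yeast relying on Plasmodium falciparum Hsp90 in place of its own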
# PKA-R1A activ = activators of PKA-R1A complex; P00514+P68181; hit rate 0.083% among 340,000; PKA-R1A dissociation, Cy5-IP20 fluorescence polarization; scaled: DMSO 0%, 113 µM cGMP 100%; activation, % at 11.4 µM;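 active means percent activation above the mean of all tested compounds plus 3 SD, cut at about 19% in these data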;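 further: higher means more PKAc released from R1A so a rise in polarization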
# PKA-R2B act = PKA-R2B complex activation. P22694+P31323. PKA-R2B holoenzyme dissociation, Cy5-IP20 fluorescence polarization; R2B truncated from residue 108, S112A mutant; 0% DMSO only, 100% 113 µM cGMP. activation, % at 11.4 µM. hit rate 0.079% among 340,000. AID 504700;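 active means activation above a cutoff set at the mean over all compounds plus 3 SD, cut at about 18% in these data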;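 further: higher means more holoenzyme dissociation and a rise in polarization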
# Target sequence (P31323 whole entry, looked up, other chains not shown, the tested form may be a part): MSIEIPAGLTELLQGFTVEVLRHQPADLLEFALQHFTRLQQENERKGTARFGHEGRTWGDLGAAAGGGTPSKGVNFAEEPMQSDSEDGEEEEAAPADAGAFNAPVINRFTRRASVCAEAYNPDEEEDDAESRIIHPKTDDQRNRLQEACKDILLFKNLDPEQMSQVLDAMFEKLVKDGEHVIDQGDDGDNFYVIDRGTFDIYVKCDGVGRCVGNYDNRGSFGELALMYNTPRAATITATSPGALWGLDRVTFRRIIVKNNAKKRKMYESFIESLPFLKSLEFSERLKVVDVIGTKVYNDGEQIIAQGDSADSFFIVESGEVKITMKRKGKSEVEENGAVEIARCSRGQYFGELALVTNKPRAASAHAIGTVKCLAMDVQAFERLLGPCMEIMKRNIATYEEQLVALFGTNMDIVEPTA
# Tat export inh = inhibitors of E. coli Tat protein transport; E. coli MC4100 TorA-mCherry Tat export, fluorescence; inhibition, % at 10 µM; hit rate 0.036% among 340,000; AID 488895;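 active means mean replicate inhibition at least 50% and at least half of replicates individually reaching 50%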;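 further: exported cargo escapes ClpAP degradation while cytoplasmic cargo is degraded and loses fluorescence; 0% = median of neutral control wells and 100% = median of NaSCN control wells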
# E coli growth = reduces bacterial viability in AddAB counter-screen; E. coli V3065 growth, OD600 absorbance, 18 h; inhibition, % at 11.9 µM; hit rate 0.27% among 330,000;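 active means inhibition above the campaign's mean inhibition across all tested compounds plus 3 SD, cut at about 9.9% in these data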;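 further: uninfected addAB+ strain grown without phage in ampicillin broth; 0% = DMSO wells and 100% = ciprofloxacin 0.95 µg/ml wells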
# AddAB inh = less growth of phage-infected E. coli with AddAB | hit rate 0.29% among 330,000 | inhibition, % at 11.9 µM | AID 435030 | E. coli expressing H. pylori AddAB, absorbance growth; in the data active means inhibition above about 12%;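 further: 0% = vehicle wells of infected cells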
# phage Ecoli inh = E. coli growth loss with phage present | inhibition, % at 11.9 µM | growth absorbance | hit rate 0.26% among 360,000; in the data active means inhibition above about 11%
# HTR5A inv ctr = inverse agonist of human HTR5A in OPRM1-OPRD1 counter-screen. P47898. HTR5A cell line, luminescence, inverse agonism. inhibition, % at 9.3 µM. hit rate 0.083% among 340,000. AID 504634; in the data active means inhibition mostly above about 23%, no sharp cut-off; inactive means mostly below about 18%;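 further: 0% = cells with DMSO and 100% = no-cell wells with DMSO; some compounds called inactive have numbers as strong as hits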
# Target sequence (P47898 whole entry, looked up): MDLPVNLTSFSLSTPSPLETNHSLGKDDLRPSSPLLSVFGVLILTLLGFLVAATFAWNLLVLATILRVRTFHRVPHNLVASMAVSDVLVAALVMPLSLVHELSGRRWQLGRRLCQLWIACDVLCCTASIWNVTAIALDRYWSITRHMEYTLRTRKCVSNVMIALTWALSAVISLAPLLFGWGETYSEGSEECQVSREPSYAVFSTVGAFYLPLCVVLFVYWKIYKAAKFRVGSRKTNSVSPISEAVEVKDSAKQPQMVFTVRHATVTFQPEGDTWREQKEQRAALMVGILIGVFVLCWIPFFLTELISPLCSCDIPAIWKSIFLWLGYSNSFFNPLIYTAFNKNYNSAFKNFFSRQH
# OPRM1-OPRD1 inv = inverse agonists of human mu-delta opioid receptor heterodimerization; AID 504357; P35372+P41143; inhibition, % at 9.3 µM; cell-based MOR-DOR heterodimer luminescence, inverse agonism; hit rate 0.21% among 340,000; in the data active means inhibition above about 22%, passing the limit was not always enough;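 further: 0% = cells with DMSO and 100% = wells without cells with DMSO; values of inactives mirror those of a sister screen read the other way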
# * = called active by the depositor; . = no result given. Random draw from the library. Share with any hit: about 2.2%.
SMILES,OPRM1-OPRD1 ag,Mot1-301 SUMO,PfHsp90 set2,PKA-R1A activ,PKA-R2B act,Tat export inh,E coli growth,AddAB inh,phage Ecoli inh,HTR5A inv ctr,OPRM1-OPRD1 inv
FC(F)(F)c1ccc(C2[C@H]3CN(CC4CCCCC4)[C@H](c4ccccc4)C34CC2(c2cccnc2)C4)cc1 (stereo partly specified),1.1,-22,.,1,-7,0,2.1,-0.2,-0.2,-3,-6
O=C(c1ccccc1)c1cncc(Br)c1,-2.7,-17,8,-12,10,-1,1.3,0.4,-1.2,-8,14
CC(=O)N(Nc1ccccc1)c1ccccc1,-0.8,-17,5,-1,3,-11,1.0,0.5,1.5,7,4
CCOC(=O)C1(Cc2ccccc2)CCCN(Cc2ccccn2)C1 (stereo unspecified),-0.4,165,-7,-4,-4,8,-2.4,-3.7,0.8,4,2
CCOC(=O)c1c(-c2ccccc2)oc2cc(Br)c(O)cc12,0.2,38,-35,-11,-17,10,.,.,1.6,-23,-1
CCCNC(=O)N1CCN(C(c2ccccc2)c2ccccc2)CC1,-3.8,88,-16,-19,0,-5,1.2,2.7,1.4,2,20
CNC(=O)C(=O)NCC(c1cccs1)S(=O)(=O)c1ccc(C)cc1 (stereo unspecified),-3.5,1,-35,1,-8,-2,4.8,1.9,1.4,8,18
S=C(NCc1cccs1)Nc1ccc(Cl)cc1,0.5,3,39,-6,0,-14,1.7,2.2,4.1,12,-2
Cc1ccc(S(=O)(=O)N2CCCC2)cc1C(=O)NCc1ccccn1,-3.0,-4,19,-3,4,-2,2.5,2.7,-0.1,-1,16
CCOc1ccc(C(=O)NCc2cccs2)cc1,-1.8,-10,14,-3,-1,4,-2.5,1.8,1.5,-7,11

# Next section; it opens with the 2 that closed the last part.
SMILES,OPRM1-OPRD1 ag,Mot1-301 SUMO,PfHsp90 set2,PKA-R1A activ,PKA-R2B act,Tat export inh,E coli growth,AddAB inh,phage Ecoli inh,HTR5A inv ctr,OPRM1-OPRD1 inv
Cc1ccc(S(=O)(=O)N2CCCC2)cc1C(=O)NCc1ccccn1,-3.0,-4,19,-3,4,-2,2.5,2.7,-0.1,-1,16
CCOc1ccc(C(=O)NCc2cccs2)cc1,-1.8,-10,14,-3,-1,4,-2.5,1.8,1.5,-7,11
O=C(CSc1nc2ncccc2[nH]1)NC1CCCC1,-0.7,-1,10,3,0,-9,-2.5,0.5,2.5,2,4
CNC(=O)N(O)C1N(/N=C/c2ccccc2O)C(=S)SC1(C)C (stereo unspecified),-3.7,-21,-14,-16,-10,5,0.8,-2.5,-1.2,-9,20
Cc1nc(SCC(=O)N2CCC(Cc3ccccc3)CC2)[nH]c(=O)c1C,-1.4,20,7,1,-2,11,-1.6,5.5,1.8,9,9
COC(=O)c1ccc(N2CCOCC2)c(NC(=O)c2ccc3c(c2)OCO3)c1,1.0,6,-5,13,11,-6,-1.1,1.6,-0.9,-12,-8
CC(=O)O/N=C/c1c(C)c(C=O)n2ccccc12,-2.5,382,6,6,-5,-6,0.0,1.1,2.3,10,12
CC(C)CN1CCC(=O)N([C@H](CSc2ccc(Br)cc2)Cc2ccccc2)CC1,3.7,7,.,5,1,2,-1.4,1.0,1.6,8,-20
CCOC(=O)c1cccc(NC(=O)CCc2c(C)nc3ncnn3c2C)c1,2.1,-14,-34,0,2,4,3.5,4.0,-0.5,-8,-10
CCOC(=O)C(C)NC(=O)C(NC(=O)C1CCC(CC)CC1)C(C)C (stereo unspecified),-2.2,62,5,3,-5,-2,-1.5,0.9,0.5,3,14
Cc1nc2c(nnn2Cc2ccccc2)c(=O)n1-c1ccccc1,-1.2,-12,-7,-1,-6,2,-0.3,1.0,0.9,-44,7
CC(=O)c1cccc(NC(=O)C2CC(=O)N(C3CCCC3)C2)c1 (stereo unspecified),-1.3,-8,-2,-11,-7,0,-0.8,-0.2,1.5,-7,7
COc1cccc(C2/C(=C(\O)c3ccc4c(c3)OCCO4)C(=O)C(=O)N2Cc2cccnc2)c1 (stereo unspecified),-0.3,-22,-11,-4,-4,2,-0.2,1.6,0.2,-11,2
COc1ccc(-c2ccc(/C=C3/C(=N)N4C(C)=CSC4=NC3=O)o2)c([N+](=O)[O-])c1,7.0,12,3,9,4,-2,0.1,0.8,3.2,-19,-42
O=C(CSc1nnc(CNC(=O)c2ccccc2F)o1)NC1CCCC1,-2.7,-8,9,3,-1,0,-1.9,0.7,0.7,5,14
O=C(O)CC1(C(=O)O)CCCC1,-3.6,.,-8,-1,4,-13,.,.,0.4,3,18
CC#CC#Cc1cccc(=O)o1,-2.1,-16,5,8,5,2,-2.5,-2.1,-1.5,-8,9
CCn1c(SC(C)C(=O)Nc2ccc(N3CCOCC3)cc2)nnc1-c1ccco1 (stereo unspecified),-0.6,-20,.,5,11,9,1.2,-0.5,1.0,1,4
O=C1C=C(c2cccc(Br)c2)C[C@@H](c2ccc(Cl)cc2)C1,1.3,205,15,-2,0,-3,1.4,4.5,4.3,8,-8
O=C(Cn1c(=O)[nH]c2ccccc2c1=O)Nc1ccc2c(c1)OCO2,-2.1,-6,-3,1,-7,-4,0.4,-0.1,2.4,-17,11
COc1ccc(C(C(=O)NCC2CCCO2)N(C(=O)c2snc(C(N)=O)c2N)c2ccccc2)cc1OC (stereo unspecified),0.3,.,-25,-7,5,2,.,.,1.5,-16,-2
CC1(C)CN(c2cccc(Br)c2)C1=O,-0.1,5,17,1,8,-6,4.0,4.6,2.7,-6,1
Nc1nnc(SCc2coc(-c3ccc(Cl)cc3)n2)s1,-1.4,16,32,-3,-12,6,0.8,3.7,1.1,5,6
COc1ccccc1N1CCN(/N=C/c2cc(OC)c(O)c(OC)c2)CC1,-1.1,213,14,2,-8,4,-1.8,2.1,4.0,12,6
Cc1ccc(S(=O)(=O)CC(=O)Nc2nc(C(C)(C)C)cs2)cc1,6.1,-27,11,5,-9,12,2.0,2.6,0.6,-30,-32
CCOCCCn1cnc2c(c1=O)c1nc3ccccc3nc1n2-c1ccccc1,-1.2,16,22,-11,-4,-1,1.3,3.7,2.6,-8,7
COc1ccc(/C(N)=N/OC(=O)CCCN2C(=O)c3ccccc3C2=O)cc1OC,-2.6,-6,3,1,3,-8,0.8,-2.3,3.6,-3,15
CC(=O)c1ccc(OCC(O)CN2CCCC(C)C2)cc1 (stereo unspecified),-0.3,3,-2,-4,4,3,-0.9,3.7,2.7,-13,2
Cc1nc2sc3c(NCc4ccco4)ncnc3c2c2c1COC(C)(C)C2,1.5,20,-15,-3,-5,-8,-1.2,2.7,1.5,-36,-8
Cc1cc(C)c2c(CN3CCN(CCO)CC3)cc(=O)oc2c1,-2.3,-5,13,3,-3,2,1.8,1.0,3.1,12,12
O=C(O)C1C2CCCCC2=C2CCCCC2C1C(=O)Nc1nccs1 (stereo unspecified),0.4,.,-10,-3,0,-3,.,.,3.2,-16,-2
O=C(NCc1cccs1)C1CCC(CNS(=O)(=O)c2cccc3nsnc23)CC1 (stereo unspecified),-2.1,3,1,-13,-3,0,0.1,-2.5,2.5,2,11
O=C(COC(=O)c1ccccc1O)NCc1ccccc1Cl,2.3,6,-15,5,3,1,0.4,1.5,6.7,-1,-10
Cc1cccc(C(=O)Nc2cccc(-c3ccc4nncn4n3)c2)c1,-2.3,10,-16,-2,7,-1,-2.0,0.8,1.4,15,12
CCOC(=O)Cc1c(C)nc2c(-c3ccccc3)c(C)[nH]n2c1=O,-2.4,.,15,-17,4,0,1.4,-0.3,0.9,-12,12
C=CCC(Nc1ccccc1)C12C=CC(O1)C(C(=O)OC)=C2C(=O)OC (stereo unspecified),1.0,-4,-8,1,-4,3,-2.0,-1.0,3.0,-19,-6
CSCC(=O)N1CCCC(C(=O)c2cc(F)ccc2F)C1 (stereo unspecified),0.5,8,11,0,-4,3,-0.5,-0.2,1.6,-10,-3
Cc1cc(C(=O)NC2CCCc3c2cnn3-c2cccc(C)c2C)no1 (stereo unspecified),1.5,5,8,6,3,-3,-1.2,2.4,1.5,-7,-8
CC(OC(=O)c1ccc(Cl)cc1O)C(=O)NCCC1=CCCCC1 (stereo unspecified),1.7,17,16,-3,-8,-4,0.0,0.4,0.3,-12,-8
Cc1ccc2c(c1)OC(=O)CC2c1ccccc1 (stereo unspecified),-0.9,-9,15,1,-13,-5,-0.1,0.4,3.3,-7,4
Cc1noc(NS(=O)(=O)c2ccc(NC(=O)c3cc4ccccc4o3)cc2)c1C,-0.2,-3,-13,-9,-2,-9,-0.7,-0.3,-0.9,2,1
O=C(CN1CCC(C(=O)c2ccc(F)cc2)CC1)Nc1ccccc1Cl,1.0,19,10,8,-1,4,-1.0,3.0,0.1,-6,-6
CCOc1ccccc1N(CC(=O)Nc1ccc(S(=O)(=O)N2CCOCC2)cc1)S(=O)(=O)c1ccccc1,-2.1,9,-4,-1,-5,-1,-1.6,1.1,.,1,9
Cc1cc(C(=O)N2CCN(c3ccc(F)cc3)CC2)on1,-1.0,-1,2,0,4,-9,2.3,0.0,4.1,-5,5
Cc1ccccc1C(=O)N1CCC(C(=O)OCc2ccccn2)CC1,-3.0,23,-5,-12,3,9,1.2,-0.7,1.2,-4,15
C=CC(=O)Nc1cccc(Oc2ncnc3[nH]cc(-c4cnc5ccccc5c4)c23)c1,-1.5,-6,-9,3,-4,-7,0.2,1.4,-2.2,-3,8
N/C(=N\OC(=O)c1ccc2c(c1)OCO2)c1ccc(Br)cc1,14,-4,6,-13,3,4,0.9,-0.2,4.6,-18,-99
Cc1ccc(CNS(=O)(=O)c2ccc3c(c2)NC(=O)CO3)cc1,-2.8,5,0,8,0,-3,-2.1,3.1,2.1,18,14
CC1CC(C)CN(S(=O)(=O)c2ccc3c(c2)C(C)(C)C(=O)N3C)C1 (stereo unspecified),-2.0,-8,-11,-8,-1,1,0.3,3.4,1.8,-2,10
Cc1ccc2cc(CN(CC3CCCO3)C(=S)Nc3ccccc3)c(=O)[nH]c2c1C (stereo unspecified),1.2,-17,-4,-23,-1,6,1.5,1.8,1.5,22,-6
Cc1ccc(C)c(Nc2ccc(C(=O)NCCc3ccccc3)cn2)c1,-0.6,-9,23,-4,-3,-5,0.2,3.9,5.2,23,3
Cc1cc(C(=O)NCCCN2CCCC2=O)no1,-1.4,5,15,0,2,-9,1.4,-0.5,3.8,15,8
Cc1ccc(C)c(N2CCN(C(=O)C(Cc3ccccc3)n3cccc3)CC2)c1 (stereo unspecified),6.4,6,0,-5,2,2,-1.8,-3.1,4.8,-16,-38
CCOc1cc(C2CC(=O)c3c(ccc4ccccc34)N2)ccc1O (stereo unspecified),-1.0,-12,9,7,5,3,-2.3,3.5,4.1,-1,6
O=c1[nH]c2ccc(S(=O)(=O)Nc3ccc(Br)cc3)cc2[nH]1,-1.6,11,12,-4,6,2,0.0,1.2,0.0,16,9
